High-throughput results from PubChem BioAssay.
FLuc modulator – inhibits or activates purified firefly luciferase, miR-21 counter-screen; Potency, µM (top dose mostly 57.5 µM), for inactives: top-dose activity change, negative = inhibition, hits mostly inhibitors; 360,000 compounds, 6.9% hits; purified FLuc, Km substrates, luminescence inhibition; P08659; active means well fitted inhibition curve with a large enough effect; inconclusive means small, poorly fitted or top-dose-only effect;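 further: plate controls were vehicle for no effect and reference inhibitor for full effect; nearly all actives have a fitted effect of over 55% in size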
Target sequence (P08659 whole entry, looked up): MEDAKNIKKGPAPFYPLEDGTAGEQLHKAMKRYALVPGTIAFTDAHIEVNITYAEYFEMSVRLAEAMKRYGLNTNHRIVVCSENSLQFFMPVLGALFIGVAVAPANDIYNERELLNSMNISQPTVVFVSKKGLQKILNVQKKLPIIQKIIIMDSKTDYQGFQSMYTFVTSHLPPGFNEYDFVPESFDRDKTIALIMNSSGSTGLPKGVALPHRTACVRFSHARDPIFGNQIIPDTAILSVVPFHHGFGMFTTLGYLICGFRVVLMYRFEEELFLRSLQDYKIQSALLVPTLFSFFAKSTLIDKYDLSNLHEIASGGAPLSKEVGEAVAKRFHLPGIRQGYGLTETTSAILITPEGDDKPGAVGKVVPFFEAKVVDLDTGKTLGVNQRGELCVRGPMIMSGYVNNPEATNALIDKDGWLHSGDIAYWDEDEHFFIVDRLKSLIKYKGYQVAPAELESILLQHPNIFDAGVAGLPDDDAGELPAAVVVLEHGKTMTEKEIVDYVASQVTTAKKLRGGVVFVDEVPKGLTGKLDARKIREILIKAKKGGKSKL
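Purified P. pyralis luciferase, 10 nM final, with Km-level 10 uM D-luciferin and 10 uM ATP in 50 mM Tris acetate pH 7.5, 10 mM Mg acetate, 0.01% Tween-20, 0.05% BSA; 6-point qHTS titration about 60 µM downward; luminescence read.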
An asterisk follows results filed as active; ? = inconclusive. Potency means the concentration at half of the fitted maximal effect.

SMILES	FLuc modulator
CCc1ccc(-c2nc(CN3CCCC(C(=O)N4CCN(c5cc(Cl)ccc5C)CC4)C3)c(C)o2)cc1 (stereo unspecified)	-10%
O=C1CC(c2nc3ccccc3[nH]2)CN1c1cccc(Cl)c1 (stereo unspecified)	-2%
Cc1c(CCC(=O)NCc2cccc(Cl)c2)c(=O)oc2c(C)c(O)ccc12	0%
CCN(C(=O)Cn1nnc2sc3c(c2c1=O)CCC(C(C)(C)C)C3)c1cccc(C)c1 (stereo unspecified)	-1%
COc1ccc(-c2nc(SCCOc3cc(C)ccc3C(C)C)n3[nH]c(=O)cc3n2)cc1	-9%
COc1ccccc1NC(=O)c1cc(=O)c2ccc(C)c(C)c2o1	-1%
O=C(c1ccc2c(c1)N(Cc1ccccc1Cl)C(=O)c1ccccc1S2)N1CCCC1	-17%
CCc1cccc(CC)c1NC(=O)c1c(C)oc2ccc(O)c(CN3CCOCC3)c12	6%
O=C(Nc1ccc2c(c1)CCCN2C(=O)c1cccs1)c1ccccc1Cl	-18%
COc1ccc(C(CNC(=O)c2ccc(F)cc2)N2CCCC2)cc1 (stereo unspecified)	-5%
Cc1ccc(C)c(N(C)C(=O)C2CCN(c3ncnc4c3nc3n4CCCCC3)CC2)c1	-2%
CCN(CC)S(=O)(=O)c1ccc2c(c1)N(CC(=O)Nc1c(C)cc(C)cc1C)C(=O)C1CCCN21 (stereo unspecified)	2%
Cn1c(=O)cc(SCC(=O)NCc2ccc(F)cc2)c2ccc(Cl)cc21	5%
Cc1ccnc(NC(c2cc(C)ccc2O)c2ccc3cccnc3c2O)c1 (stereo unspecified)	-2%
COc1ccccc1NC(=O)N1CC(=O)Nc2sc3c(c2C1c1ccccc1)CCCC3 (stereo unspecified)	-8%
Oc1c(C(c2ccc(Cl)cc2Cl)N2CCN(Cc3ccccc3)CC2)sc2nc(-c3ccco3)nn12 (stereo unspecified)	?
Cc1ccc(NC(=O)c2cnc(N3CCCC3)nc2C)cc1F	-17%
CC(NCc1ccc2c(c1)n(C)c(=O)n2C)c1ccccc1 (stereo unspecified)	-1%
CCN(Cc1ccccc1)C(=O)Cn1c(=O)cc(C)c2c(C)nn(-c3cccc(F)c3)c21	1%
CCOC(=O)C1CCC(CN(Cc2c(Cl)cccc2Cl)S(=O)(=O)c2ccc(F)cc2)CC1 (stereo unspecified)	-3%

3 of the compounds above, in CSV form.
smiles,FLuc modulator
CC(NCc1ccc2c(c1)n(C)c(=O)n2C)c1ccccc1 (stereo unspecified),-1%
CCN(Cc1ccccc1)C(=O)Cn1c(=O)cc(C)c2c(C)nn(-c3cccc(F)c3)c21,1%
CCOC(=O)C1CCC(CN(Cc2c(Cl)cccc2Cl)S(=O)(=O)c2ccc(F)cc2)CC1 (stereo unspecified),-3%

By substructure: those above with an aryl thioether with sulfur outside any ring
SMILES	FLuc modulator
COc1ccc(-c2nc(SCCOc3cc(C)ccc3C(C)C)n3[nH]c(=O)cc3n2)cc1	-9%
Cn1c(=O)cc(SCC(=O)NCc2ccc(F)cc2)c2ccc(Cl)cc21	5%

The list continues.
SMILES	FLuc modulator
CCCCS(=O)(=O)c1nc(-c2ccc(Br)cc2)cc(-c2ccccc2)c1C#N	2%
CCc1ccc(-c2nc(SCC(=O)NCC3CCCO3)c(-c3ccc(C)cc3)[nH]2)cc1 (stereo unspecified)	4%
CCOC(=O)c1nc(NCc2ccc(Cl)cc2)c2c(C)noc2n1	-1%
CCc1ccc(NS(=O)(=O)c2ccc3oc(=O)c4ncn(CC)c4c3c2)cc1	-17%
CCc1ccc(CN(Cc2ccco2)c2cnc(S(C)(=O)=O)nc2C(=O)Nc2c(C)cccc2C)cc1	-6%
CC(C)C(=O)NCC(c1ccc2c(c1)OCO2)N1CCN(c2ccccc2F)CC1 (stereo unspecified)	-8%
Cc1cc(O)c2c(C)c(CC(=O)N3CCCCC3)c(=O)oc2c1	3%
Cc1cccc(Cn2c(CN3CCC(C(=O)NC(C)C)CC3)cc3ccccc32)c1	-2%
COCCNC(=O)C1CCCN(S(=O)(=O)c2ccc3c(ccn3C)c2)C1 (stereo unspecified)	0%
CCc1c(C)sc(NC(=O)c2cc(-c3ccc(OC)cc3)on2)c1C#N	-3%
Cc1cn(C)c(CC(=O)Nc2cccc(C#N)c2)c1C(=O)O	?
Cc1ccccc1S(=O)(=O)Cc1ccc(C(=O)N2CCN(c3cccc(Cl)c3)CC2)o1	-7%
COc1cc(NC(=O)c2cc3nc(-c4ccc(C)cc4)cc(C(F)(F)F)n3n2)cc(OC)c1OC	0%
COc1ccc(Br)cc1CNC(=O)c1ccc(-n2c(C)cc3c2CCC(C)C3)cc1 (stereo unspecified)	6%
COc1cccc(C(=O)N(Cc2sccc2C)C2CCS(=O)(=O)C2)c1 (stereo unspecified)	3%
O=C(CN1C=NS(=O)(=O)c2ccccc21)Nc1ccccc1F	1%
CCOC(=O)c1cc(-c2ccccc2)n(-c2cccc(C(=O)Nc3cc(OC)cc(OC)c3)c2)c1C	-7%
Cc1cc(C)c(S(=O)(=O)n2cnc(C)c2)c(C)c1	?
CCc1ccc(-n2nc3cc(C)c(NC(=O)c4cccc5ccccc45)cc3n2)cc1	?
Cc1cc(Cl)ccc1OCC(=O)N1CCC(c2nc3ccccc3s2)CC1	?
COc1cc(NS(=O)(=O)c2ccc(NC(=O)c3ccc(C(C)=O)cc3)cc2)nc(OC)n1	?
CCCCN(C)c1ncnc2c1cnn2-c1cccc(Cl)c1	2.7µM*
Cc1ccc2c(CC(=O)N3CCN(c4cccc(Cl)c4)CC3)coc2c1C	-8%
Cc1nnc(NC(=O)CSc2nccn2-c2ccc(Cl)cc2)s1	-13%
COc1cc(NC(=O)c2nc3ccccc3n(C)c2=O)cc(OC)c1OC	-20%
CCC(C)NC(=O)C1CCN(C(=O)c2cc3sccc3n2Cc2ccc(Cl)cc2)CC1 (stereo unspecified)	4%
COc1ccc(CNC(=O)C2CCN(S(=O)(=O)c3ccc(C)cc3)CC2)cc1	4%
CN(C)c1ccc(Nc2nc3ccccc3n3nnnc23)cc1	6.7µM*
Cc1ccc(S(=O)(=O)c2nc(-c3ccccc3F)oc2NCc2ccccc2)cc1	0%
O=C(NCC(c1cccnc1)N1CCc2ccccc2C1)C(=O)Nc1ccccc1F (stereo unspecified)	-7%
Cc1ccc(O)c(NC(=O)COCc2cc(-c3ccco3)on2)c1	-14%
COc1cc2ncc3c(-c4ccccc4)nn(CC(=O)NC4CCCCC4)c3c2cc1OC	-5%
O=C(CSc1nc(-c2ccc(F)cc2)[nH]c1-c1ccc(F)cc1)Nc1ccc2c(c1)OCCO2	?
COCC(=O)n1nc(-c2ccco2)nc1NCc1ccccc1Cl	-1%
COCCNC(=O)CSc1cn(CC(=O)N2CCCCCC2)c2ccccc12	-3%
CCCCNC(=O)CSc1nc2nc(C)c(Cc3ccccc3C)c(C)n2n1	0%
CCOc1ccc(C2c3c(-c4ccccc4O)n[nH]c3C(=O)N2Cc2ccncc2)cc1 (stereo unspecified)	-18%
O=C(NC1CC(=O)N(c2ccccc2)C1)c1ccc(S(=O)(=O)N2CCCCC2)cc1 (stereo unspecified)	-9%
COc1ccc(OC)c(CNC(=O)c2nn(C)c3c2CSc2ccccc2-3)c1	-1%
CC(=O)c1cccc(NC(=O)CCS(=O)(=O)c2cc(Br)cc3c2N(C(=O)C2CC2)CC3)c1	1%
COc1ccccc1OCc1nc(C#N)c(NCc2ccc(C)cc2)o1	-11%
CCc1ccccc1NC(=O)Nc1cc(C(=O)NCc2ccc(C)cc2)ccc1N1CCCC1	2%
Cc1ccc(CNC(=O)c2cnn3c(C)c(Cc4c(F)cccc4Cl)c(C)nc23)cc1	-1%
COc1cc(NC(=O)CN2C(=O)C(c3ccc(C)cc3)=NC23CCCCCC3)cc(OC)c1	6%
CCOC(=O)c1cc(-c2ccccc2)n(-c2cccc(C(=O)Nc3cccc(F)c3)c2)c1C	-1%
O=C(Nc1cccc(-c2nc3ncccc3o2)c1)c1ccc(-c2cccc(Cl)c2Cl)o1	-11%
COc1cc(OC)c(NC(=O)c2nc(-c3ccncc3)no2)cc1Cl	-2%
CCOc1ccc(NC(=O)c2ccc(-c3nc(COc4ccccc4)c(C)o3)cc2)cc1	-5%
Cc1cc(N2CCN(c3cc(Cl)ccc3C)CC2)n2nc(-c3ccccc3)nc2n1	-13%
CCOc1ccc(CCNC(=O)Cn2ncc3c([nH]c4ccccc43)c2=O)cc1OCC	-1%
CSc1ncc(Cl)c(C(=O)Nc2ccc(S(=O)(=O)N3CCC(C)CC3)cc2)n1	-3%
COc1cccc(N2CCN(C(=O)c3cnn(-c4ccc(C)cc4C)c3C3CCN(C(=O)OC(C)(C)C)CC3)CC2)c1	5%
Cc1c2cnn(CC(=O)NCCc3ccccc3)c(=O)c2c(C)n1Cc1ccccc1Cl	-19%
CCN(C(=O)C1CCN(S(=O)(=O)c2cc(Br)cc3c2N(C(C)=O)CC3)CC1)c1cccc(C)c1	0%
CCc1cc2c(cc3c(=O)n(CC(=O)N4CCN(c5cc(Cl)ccc5C)CC4)ncn32)s1	-2%
COc1ccc(CCNC(=O)c2ccc3c(c2)N(Cc2cccc(Cl)c2)C(=O)c2ccccc2S3=O)cc1OC (stereo unspecified)	3%
CC(C)CCNC(=O)CSc1c2c(nc3ccc(Cl)cc13)CCCC2	-7%
CCc1ccc(CNC(=O)c2nn(-c3ccc(OC)c(Cl)c3)c(=O)c3c2c2ccccc2n3C)cc1	4%
Oc1ccc(-c2nc3ccc(Cl)cn3c2Nc2ccc(Cl)cc2)cc1	-6%
CCCCS(=O)(=O)c1oc(-c2cccs2)nc1S(=O)(=O)c1ccccc1	-1%

Next part, overlapping the part above by 2 compounds.
SMILES	FLuc modulator
Oc1ccc(-c2nc3ccc(Cl)cn3c2Nc2ccc(Cl)cc2)cc1	-6%
CCCCS(=O)(=O)c1oc(-c2cccs2)nc1S(=O)(=O)c1ccccc1	-1%
CCOC(=O)c1ccc(NC(=O)CC2Nc3cc(C)c(C)cc3NC2=O)cc1 (stereo unspecified)	-4%
CCOC(=O)c1cccc(NS(=O)(=O)c2c(C)nc3sc(C)cn3c2=O)c1	-13%
CC(C)(C)C1CCc2c(sc(NC(=O)c3ccc(Cl)cc3)c2C(=O)NCc2ccco2)C1 (stereo unspecified)	1%
CC(C)c1nc2sc3c(N4CCCCC4)ncnc3c2c2c1CCCC2	4%
Cn1c(=O)c2cc(C(=O)Nc3cccc(C#N)c3)sc2c2ccccc21	1%
CC(=O)N1CCC(N(Cc2ccco2)C(=O)Nc2ccc(C)c(Cl)c2)CC1	1%
COc1ccc(N2CCN(C(=O)c3nc(SC)ncc3Cl)CC2)cc1	7%
O=C(C1CCN(S(=O)(=O)Cc2ccccc2)CC1)N1CCN(c2ccccc2F)CC1	-1%
Cc1ccc(CNC(=O)c2oc3ccc(S(=O)(=O)N4CCC(C)CC4)cc3c2C)cc1	1%
Cc1ccc(NC(=O)CN2C(=O)COc3ccc(S(=O)(=O)N4CCCCCC4)cc32)cc1Cl	-13%
Cc1cccc(NC(=O)c2oc3ccccc3c2NC(=O)Cc2coc3cc(C)cc(C)c23)c1	1%
COc1cccc(OCCCCn2c(-c3ccc(Cl)cc3)nc3ccccc3c2=O)c1	-6%
Cc1ccc(C)c(NC(=O)c2ccc3c(c2)CCCN3S(C)(=O)=O)c1	-1%
O=C(NCc1ccc(F)cc1)C(=O)NCC(c1ccco1)S(=O)(=O)c1cccs1 (stereo unspecified)	5%
COCCNC(=O)CSc1nc(-c2cc(OC)c(OC)c(OC)c2)[nH]c1-c1ccc(Cl)cc1	-13%
COc1ccc(C2c3c(n(C)c4ccccc34)C(=O)N2CC(=O)Nc2cccc(Cl)c2C)cc1 (stereo unspecified)	3%
COC(=O)Cc1c(C)nc2nc(NCc3ccc(Br)cc3)[nH]n2c1=O	?
CCC(Sc1nnc(C)n2c1cc1occc12)C(=O)Nc1ccccc1OC (stereo unspecified)	0%
Cc1ncc(CO)c2c1Oc1nc(-c3ccc(F)cc3)nc(SCC(=O)N3CCCCC3)c1C2	-1%
COc1ccc(-c2nc3scc(CCNS(=O)(=O)c4ccc5c(c4)OCCO5)n3n2)cc1OC	-14%

Reprinted from the part before: 3 compounds, followed by the next part.
SMILES	FLuc modulator
CCC(Sc1nnc(C)n2c1cc1occc12)C(=O)Nc1ccccc1OC (stereo unspecified)	0%
Cc1ncc(CO)c2c1Oc1nc(-c3ccc(F)cc3)nc(SCC(=O)N3CCCCC3)c1C2	-1%
COc1ccc(-c2nc3scc(CCNS(=O)(=O)c4ccc5c(c4)OCCO5)n3n2)cc1OC	-14%
COc1ccccc1CNC(=O)CCS(=O)(=O)c1ccc2c(c1)oc(=O)n2C	2%
CCn1c(C(=O)N2CCC(C(=O)NCCc3ccccc3)CC2)cc2sccc21	-4%
COc1ccc(-n2nnnc2C2CCN(S(=O)(=O)c3ccc(NC(C)=O)cc3)CC2)cc1	1%
Cc1ccc(S(=O)(=O)c2[nH]c(-c3ccccc3)nc2SCCC(=O)O)cc1	?
CCN1CCN(c2ncc3c(n2)CCN(CC(C)C)C3)CC1	-4%
COc1ccc(-n2cc(-c3ccccc3)c3c(SC(C)C(C)=O)ncnc32)cc1 (stereo unspecified)	5%
CC(CNC(=O)c1ccc(CSc2nc3ccncc3n2Cc2cccc(F)c2)cc1)c1ccccc1 (stereo unspecified)	-2%
CC1(c2ccccc2)CC(C)(C)N(C(=O)c2ccccc2Cl)c2ccccc21 (stereo unspecified)	-16%
CCn1ccc2cc(S(=O)(=O)N3CCC(C(=O)NCc4cccc(C)c4)CC3)ccc21	-6%
Cc1ccc(-c2nc3scc(CCNS(=O)(=O)c4ccc(F)c(C)c4)n3n2)cc1	-2%
CC(=O)c1sc(NC(=O)c2c(-c3ccccc3)c(-c3ccccc3)nn(C)c2=O)nc1C	?

A portion of the library, so the mix of outcomes need not match the whole.
